# Assay outcomes deposited in PubChem BioAssay by National Center for Advancing Translational Sciences (NCATS).
# Lipid storage S3: qHTS Assay for Lipid Storage Modulators in Drosophila S3 Cells; Drosophila S3 cells, BODIPY lipid droplet fluorescence, 18-24 h; cells fed with added oleic acid; Potency in µM for hits, for the others lipid storage change, negative = inhibition, % at the top dose, mostly 46.1 µM; 0.64% of 320,000 active; AID 2685; active = well fitted inhibition curve with a large enough effect in the signal ratio, with a control signal flat, not every such curve was filed as active; inconclusive = small, poorly fitted or top-dose-only effect, or effect the other way, or a change in a side signal; the % refers to the signal ratio
#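 Drosophila S3 cells got compounds at several concentrations plus oleic acid (400 uM solution). Laser-scanning cytometry with 488 nm excitation read lipid droplets at 500-530 nm and cells at 575-640 nm. Percent activity was relative to 20 uM Triacsin C.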
# Lipid storage S3 cell count max: also measured in Lipid storage S3; calls as there; cell number change, %; measured here: cell count max response;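 cells counted by Cell Tracker Red CMTPX staining in the red channel; peak over a dose series mostly up to 46.1 µM; percent activity relative to internal control wells on each plate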
# * = called active by the depositor; i = inactive; ? = inconclusive; nt = not tested or not shown; [ ] = remark or other dose. % is scaled to controls: 0 for no effect and ±100 for the full control effect; potency is read from the fitted curve at half-maximal effect.
SMILES,Lipid storage S3,Lipid storage S3 cell count max
O=C(COc1cccc(C(F)(F)F)c1)NCC(c1ccco1)N1CCCCC1 (configuration not stated),5%[0.0737 µM],nt
CC1=NCCN1CCNC(=O)Nc1ccc(C(C)(C)C)cc1,0%,8
O=C(NCc1cccnc1)c1cc(S(=O)(=O)N2CCCCC2)ccc1Cl,i,nt
COc1ccccc1CNc1ncnc2nc[nH]c12,?,nt
O=C(NCCc1ccncc1)Nc1ccccc1Cl,?,nt
COc1ccccc1NS(=O)(=O)c1cccc(C(=O)NC2CCN(Cc3ccccc3)CC2)c1,?,nt
Cc1cc(C(=O)N/N=C/c2ccco2)c2ccccc2n1,?,nt
COC(=O)c1[nH]c2cccc(C)c2c1NC(=O)CN1CCCc2ccccc21,-3%,-13
CCn1c(=O)c2cc(C(=O)NCCCOC)sc2c2ccccc21,4%,-5
CC(=O)C1=C(c2cccc([N+](=O)[O-])c2)N(C(C)=O)n2c(C)nnc2S1,?,nt
CCOc1ccc(NC(=O)CN2C(=O)COc3ccc(Cl)cc32)cc1,?,nt
COc1ccc2nc3oc(C(=O)N4CCC(C(N)=O)CC4)cc3cc2c1,-3%,-3
O=C1C=C(c2ccccc2C(F)(F)F)C[C@@H](c2ccc3c(c2)OCO3)C1,12%,-19
CCCN(Cc1nnc(-c2ccccc2Cl)o1)C(=O)c1ccc(C)c(S(=O)(=O)N2CCOCC2)c1,0%,nt
Nc1ccc(S(=O)(=O)c2cccc(N)c2)cc1,i,nt
Cc1nn2c(NCc3ccccn3)cc(C(C)(C)C)nc2c1-c1ccccc1,12%,-2
COCCNCC(=O)C12CC3CC(CC(C3)C1)C2,16µM*,-15*
CCC(=O)N1CCN(c2ccc(NC(=O)c3cc4ccccc4o3)cc2)CC1,-3%,8
O=C(C1COc2ccccc2O1)N1CCN(c2ccccc2F)CC1 (configuration not stated),?,nt
Cn1c(=O)c2c3c(sc2n2c(SCC(N)=O)nnc12)CC(C(C)(C)C)CC3 (configuration not stated),?,nt

# Another view of part of the listing above:
> O=C1C=C(c2ccccc2C(F)(F)F)C[C@@H](c2ccc3c(c2)OCO3)C1
- Lipid storage S3 = 12%
- Lipid storage S3 cell count max = -19

> COCCNCC(=O)C12CC3CC(CC(C3)C1)C2
- Lipid storage S3 = 16µM*
- Lipid storage S3 cell count max = -15*

# Going on with the list.
SMILES,Lipid storage S3,Lipid storage S3 cell count max
CC(C)CC(=O)Nc1nnc(S(=O)(=O)Nc2ccccc2)s1,?,nt
CCCOC(=O)Cc1n[nH]c(=O)[nH]c1=O,?,nt
COc1ccc(-c2cc(C(=O)N3CC4(C)CC3CC(C)(C)C4)no2)cc1 (configuration not stated),?,nt
C=CCOc1ccc2ccccc2c1/C=N/O,?,nt
O=C1NC(Cc2ccccc2)C(=O)Nc2ccc(Br)cc21 (configuration not stated),0%,10
O=C(CSc1ncnc2sc3c(c12)CCCC3)N1CCC(c2noc3ccc(F)cc23)CC1,i,nt
Cc1ccccc1N1CCN(C(=S)c2ccc(-c3ccc([N+](=O)[O-])cc3)o2)CC1,?,nt
CCOc1ccc(C(=O)NCC(=O)NCCCSc2ccccc2)cc1OCC,?,nt
CCn1c(Cc2ccccc2)nnc1SCC(=O)Nc1ccc2c(c1)OCCO2,?,nt
Nc1ccc(C(=O)OCC(=O)N2CCc3ccccc3C2)cc1[N+](=O)[O-],19%,nt
c1ccc(-c2nc3c4ccccc4ccn3c2CN2CCOCC2)cc1,?,nt
Cc1ccc(CCNS(=O)(=O)c2ccc3c(c2)N(C)CCO3)cc1,?,nt
Cc1nc2ccc(Cc3ccc4nc(C)[nH]c4c3)cc2[nH]1,0%,-10
O=[N+]([O-])c1ccc(Nc2ccc(F)cc2)nc1,?,nt
COc1ccc(/C=N/NC(=O)c2snnc2C)c(OC)c1OC,?,nt
NC(=O)CC[C@@H]1NC(=O)[C@@H]2CCCN2C(=O)c2cc([N+](=O)[O-])cc(I)c2NCCC[C@@H](C(=O)NC(CC(=O)O)C(N)=O)NC1=O (some centres not stated),-5%,-9
Cc1cccc(NC(=O)Cn2c(O)c(N=NC(=O)c3ccncc3)c3ccccc32)c1,?,nt
CC(C)Oc1ccc(Br)cc1/C=N\NC(N)=S,11%,6
COc1ccc(-c2cc(=O)c3cc(OC)c(OC)cc3[nH]2)cc1,-1%,11
CCNC(=S)N(CCO)Cc1cc2cc3c(cc2[nH]c1=O)OCO3,?,nt
CCOC(=O)N1CCN(c2nc(=S)n(-c3ccccc3)c(C)c2C(C)=O)CC1,?,nt
Cc1ccc(S(=O)OCC(=O)Nc2cc(Cl)ccc2N2CCOCC2)cc1 (configuration not stated),15%,8
CC(C)c1cc(=O)n2[nH]c(SCc3ccccc3Cl)nc2n1,i,nt
Fc1ccc(-c2ccnc(=S)[nH]2)cc1,i,nt
Cc1c(-n2c(O)c(C3=c4ccccc4=NC3=O)sc2=O)c(=O)n(-c2ccccc2)n1C,-16%,5
CCCCC#Cc1cncc(C(=O)N/N=C/c2ccccc2)c1,17%,9
N#CCC(=O)N/N=C/c1cn(Cc2ccc3ccccc3c2)c2ccccc12,?,nt
O=c1[nH]ncc(N/N=C\c2cccs2)c1Cl,-12%,20
Cc1c(NS(=O)(=O)c2ccc3c(c2)n(C)c(=O)n3C)c(=O)n(-c2ccccc2)n1C,?,nt
CN(C)S(=O)(=O)c1ccc(-c2ccccc2)cc1,12%,-7
COc1ccccc1C(=O)Nc1ccc(OCC(=O)N2CC(C)OC(C)C2)cc1 (configuration not stated),?,nt
CCCC(NC(=O)C(C)Sc1nnnn1C1CC1)c1ccccc1 (configuration not stated),?,nt
O=C(Nc1ccc(F)cc1)Nc1ccc(N2CCCC2)c(S(=O)(=O)Nc2ccccc2Cl)c1,?,nt
O=C(NCc1ccncc1)C1CCN(S(=O)(=O)c2cc(Cl)ccc2Cl)CC1,?,nt
CCCCc1nnc(SCC(=O)Nc2nccs2)n1C,?,nt
CCN(CC)C(=O)/C=C/c1ccccc1,i,-24
COc1ccccc1N1CCN(c2nc(C)nc3c2oc2ccccc23)CC1,?,nt
CCS(=O)(=O)N1CCCC(C(=O)NCc2ccccc2Cl)C1 (configuration not stated),?,nt
Cc1cc(C)n(CC(C)NC(=O)c2cc(COc3c(F)cccc3F)on2)n1 (configuration not stated),15%,10
CC(=O)Nc1cccc(OC(=O)N2CCOCC2)c1,?,nt

# Arranged by number of heavy atoms (falling): 5 of the compounds above.
SMILES,Lipid storage S3,Lipid storage S3 cell count max
Cc1c(NS(=O)(=O)c2ccc3c(c2)n(C)c(=O)n3C)c(=O)n(-c2ccccc2)n1C,?,nt
COc1ccccc1C(=O)Nc1ccc(OCC(=O)N2CC(C)OC(C)C2)cc1 (configuration not stated),?,nt
Cc1cc(C)n(CC(C)NC(=O)c2cc(COc3c(F)cccc3F)on2)n1 (configuration not stated),15%,10
CCCC(NC(=O)C(C)Sc1nnnn1C1CC1)c1ccccc1 (configuration not stated),?,nt
CCS(=O)(=O)N1CCCC(C(=O)NCc2ccccc2Cl)C1 (configuration not stated),?,nt

# Going on with the list.
SMILES,Lipid storage S3,Lipid storage S3 cell count max
CC(=O)CC(C)(C)Nc1nc2ccc([N+](=O)[O-])cc2o1,5%,8
COc1ccc(C2CC(c3ccccc3)=NN2S(=O)(=O)c2ccc(C)cc2)c(OC)c1 (configuration not stated),?,nt
CC(C)(C)C1=CC(=Nc2ccccc2N)C=C(C(C)(C)C)C1=O,?,nt
Cc1ccc2nsnc2c1S(=O)(=O)N(Cc1ccco1)Cc1cc2ccc(C)c(C)c2[nH]c1=O,?,nt
O=C(O)c1ccc2c(=O)n(-c3ccccc3)c(=S)[nH]c2c1,2%,22
c1ccc(CSCc2ccccc2)cc1,1%,-16
O=C(O)c1ccc(C(=O)O)c(C(=O)c2ccc(NC(=O)c3ccccc3)cc2)c1,-5%,14
CCOc1ccc(NC(=S)N2CCN(CCN3C(=O)c4cccc5cccc(c45)C3=O)CC2)cc1,-11%,0
O=C(COC(=O)c1ccc(CO)cc1)Nc1ccc2ccccc2c1,?,nt
COc1ccc(NS(=O)(=O)c2cccc(C(=O)N3CCCCCCC3)c2)cc1,-19%,7
O=S(=O)(c1ccccc1)N(Cc1nc(-c2ccccc2)no1)C1CCCCC1,?,nt
COc1ccc(OC)c(Nc2nc(NCc3ccco3)c3ccccc3n2)c1,?,nt
Cc1ccc(C(=O)Oc2coc(CSc3nnc(NC(=O)c4cccs4)s3)cc2=O)cc1,?,nt
CC(C)CC(=O)Nc1ccc(C(=O)CN2CCC(C)CC2)cc1,6%,12
CCCS(=O)(=O)c1nc(S(=O)(=O)c2ccc(Cl)cc2)c(N2CCC(O)CC2)s1,12%,nt
Cc1ccnc(NS(=O)(=O)c2ccc(NC(=O)Cc3ccccc3)cc2)n1,?,nt
O=C(Nc1ccc(Cl)cc1)OCc1cn(-c2ccc(Cl)cc2)nn1,?,nt
COc1ccccc1-c1cc(N)n(S(=O)(=O)c2ccc(F)c(C)c2)n1,-5%,-13
CCOc1ccc(C(CC(=O)O)NC(=O)Cc2ccccc2)cc1OC (configuration not stated),5%,-16
COc1ccc(S(=O)(=O)N2CCSCC2)cc1,i,nt

# Given with the structure last: part of the list above
Lipid storage S3,Lipid storage S3 cell count max,mol
12%,nt,CCCS(=O)(=O)c1nc(S(=O)(=O)c2ccc(Cl)cc2)c(N2CCC(O)CC2)s1
2%,22,O=C(O)c1ccc2c(=O)n(-c3ccccc3)c(=S)[nH]c2c1

# Remaining list, next part:
SMILES,Lipid storage S3,Lipid storage S3 cell count max
Cc1ccc(-n2nnnc2SCC(=O)c2cc(C)n(-c3cc(C)on3)c2C)cc1,20%,-3
CCCN1C(=O)/C(=C/c2ccc(C)s2)SC1=Nc1ccc(OC)cc1,?,nt
Cc1c(C(=O)N(CCC#N)c2ccccc2)sc2nc3n(c(=O)c12)CCCC3,-11%,7
CC(C)CNC(=O)CCCSc1nc2ccccc2[nH]1,4%,17
COc1ccc(NC(=O)Cn2c(=O)n(CC(=O)NCc3ccco3)c(=O)c3ccccc32)cc1OC,7%,-2
COc1cccc(CNc2ccc3c(c2)nc(C)n3C)c1OC,i,-25
CC(=O)NC(=S)Nc1ccc([N+](=O)[O-])cc1C,?,nt
CCCNC(=O)Cc1c(C)oc2ccccc12,?,nt
Clc1ccc(-c2nn3c(-c4ccncc4)nnc3s2)c(Cl)c1,?,nt
Cc1ccc(C(=O)NCc2ccc3c(c2)OCO3)cc1Cl,?,nt
Cc1ccc(C(=O)OCC(=O)Nc2c(C)n(C)n(-c3ccccc3)c2=O)cc1[N+](=O)[O-],?,nt
Cc1cc(C)cc(NS(=O)(=O)c2c(C(=O)N3CCCCCC3)c(C)n(C)c2C)c1,i,nt
Cn1c(=O)cc(OCCCC(=O)N2CCN(Cc3ccc4c(c3)OCO4)CC2)c2ccccc21,?,nt
c1ccc(CNc2ncnc3nc[nH]c23)cc1,?,nt
O=C(Cc1cc(=O)[nH][nH]1)N/N=C/c1ccccc1Cl,7%,nt
O=C(CCCN1CCN(c2ccccn2)CC1)c1ccc(F)cc1,7%,10
O=C(O)CCc1ccc(-c2cccs2)n1NC(=O)c1ccc(O)cc1,11%,7
CCOc1ccc(N2CC(C(=O)NC3CCSC3=O)CC2=O)cc1 (configuration not stated),i,11
Cn1cnnc1SCC(=O)c1ccc2c(c1)CCCC2,?,nt
CC1(C(=O)CSc2nc3ccccc3[nH]2)CCC(=O)O1 (configuration not stated),2%,2
O=C(NCc1ccccc1)c1ccccc1C(=O)c1ncc[nH]1,?,nt
Cc1nnc(SCc2nc3sc(C(=O)O)c(C)c3c(=O)[nH]2)s1,10%,15
COc1ccc(CCn2nnnc2C(CC(C)C)N2CCC(C(N)=O)CC2)cc1OC (configuration not stated),?,nt
COc1ccccc1N1CCN(C(=O)Cn2nc3n(C)c4ccccc4n3c(=O)c2=O)CC1,8%,0
CC(=O)O[C@H]1C(=O)[C@@]2(C)[C@H]([C@H](OC(=O)c3ccccc3)[C@]3(O)C[C@H](OC(=O)[C@H](O)[C@@H](NC(=O)c4ccccc4)c4ccccc4)C(C)=C1C3(C)C)[C@]1(OC(C)=O)CO[C@@H]1C[C@@H]2O,?,nt
Cc1nnc(NC(=O)CSc2nnc(C)n2-c2ccc(F)cc2)s1,?,nt
CN(CCCNC(=O)c1cccn2c(=O)c3ccccc3nc12)Cc1ccccc1,?,nt
CCc1ccccc1NC(=O)CN1C(=O)c2ccccc2S1(=O)=O,?,nt
COc1ccc(S(=O)(=O)NN(C)c2nc(C(F)(F)F)nc3ccccc23)cc1,?,nt
CCCn1c(N)c(C(=O)COC(=O)CCS(=O)(=O)c2ccc(C)cc2)c(=O)[nH]c1=O,?,nt
COc1ccc(CC(=O)NCC(=O)N=Nc2c(O)[nH]c3ccccc23)cc1,?,nt
COc1ccccc1CNC(=O)CC12CC3CC(CC(Br)(C3)C1)C2,?,nt
COCCNC(=O)C(c1ccc(F)cc1)N(C(=O)CCC(=O)Nc1ccccn1)C1CCCCC1 (configuration not stated),i,12
COCCN1C(=O)N(c2ccccc2)C(=O)C1CC(=O)Nc1cc(OC)cc(OC)c1 (configuration not stated),?,nt
CCCCNC(=O)Nc1ccc(Br)cn1,?,nt
CC(=O)c1ccc(S(=O)(=O)N2CCN(C(=O)c3ccc(N)c([N+](=O)[O-])c3)CC2)cc1,?,nt
CC1=C(C(=O)OCCOC(C)C)C(c2cc3c(cc2Br)OCO3)CC(=O)N1 (configuration not stated),?,nt
COC(=O)c1ccc(NC(=O)Cn2nc(C)c3ccccc3c2=O)cc1,?,nt
O=C(Nc1ccc(S(=O)(=O)Nc2nccs2)cc1)c1ccc(S(=O)(=O)N2CCOCC2)cc1,?,nt
CSc1nncc(/C(C)=N/O)n1,?,nt
Cc1cccc(Cn2cccc2/C=C2/C(=N)N3C=CSC3=NC2=O)c1,?,nt
N=c1ccn(CC(=O)NC(N)=O)c2ccccc12,0%,-11

# Only part of the results is shown, so the mix of outcomes need not match the whole.
